From PubChem BioAssay
ER stress death: protection against thapsigargin ER stress killing – CSM14.1 cells, ATP luminescence, primary screen | 48,000 tested, 0.33% active | relative survival (cellular ATP), % at 15 µg/mL (by protocol) | CSM14.1 thapsigargin ER stress survival;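 active = survival measured by cellular ATP above 50% at 15 µg/ml in the first screen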;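 note: cell death triggered by about 15 µM thapsigargin; ATP read 24 h after thapsigargin was added; plate controls were thapsigargin with DMSO for no effect and DMSO without thapsigargin for full effect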
Starred values were filed as active, the others as inactive. Not all compounds are listed; count on the stated rates, not on these rows.

SMILES	ER stress death
Cc1ccc(CC2CC(=O)N(c3cccc(C(F)(F)F)c3)C2=O)cc1 (configuration not stated)	1
CCCCN(C(=S)SC)C1CCS(=O)(=O)C1 (configuration not stated)	6
CCOc1ccc(C(=O)Nc2cc(C(=O)O)cc(C(=O)O)c2)cc1	-5
Cc1ccc(N2C(=O)CC(SCc3ccccc3)C2=O)cc1 (configuration not stated)	5
O=C(O)c1ccc2c(c1)C(=O)N(c1ccc(C(=O)Nc3cccc(O)c3)cc1)C2=O	4
O=C1c2ccccc2C(=O)N1CCCCN(C(=O)c1cccc([N+](=O)[O-])c1)c1ccc(F)cc1F	-2
Cc1ccc2cccc(SCC(=O)N3CCOCC3)c2n1	-1
O=C(NCc1ccccc1)C(NC(=O)c1ccccc1)=C1CCCCC1	3
O=C1N=C(N2CCCCCC2)S/C1=C\c1cccc2ccccc12	-6
Cc1ccc(C)c(N2C(=O)C3C(C2=O)C2C=CC3C23CC3)c1 (configuration not stated)	15
COc1ccc(CC(=O)N=Nc2c(O)n(CN3CCN(C)CC3)c3ccc(Br)cc23)cc1	0
O=C1C2C(C(=O)N1/N=C/c1ccc(Cl)cc1Cl)C1C=CC2C12CC2 (configuration not stated)	8
CC(C)CCNCC(O)Cn1c2ccc(Br)cc2c2cc(Br)ccc21 (configuration not stated)	-5
CC1=C(C)C(C)=C(C#N)C(=C(C#N)C#N)N1	-3
COc1ccc(-c2nc(=S)c3c(n2Cc2ccccc2)CCCC3)cc1	1
Nc1nnc2c(n1)-c1ccccc1C2=O	-34
CCN=C(Nc1cc(Cl)cc(Cl)c1)SC1CC(=O)N(c2cccc(OC)c2)C1=O (configuration not stated)	0
COc1ccc(S(=O)(=O)N2CCN(Cc3ccc([N+](=O)[O-])cc3)CC2)cc1	-2
CCOc1ccc2nc(NC(=O)c3cc(C)cc(C)c3)sc2c1	4
C=CCN1C(=O)/C(=C\c2ccccc2OCc2cccc3ccccc23)SC1=S	12
O=C(Nc1ccc([N+](=O)[O-])cc1Cl)c1cc2ccccc2o1	4
Cc1ccc(C)c(N(CC(=O)NCc2ccc(Cl)cc2)S(=O)(=O)c2ccccc2)c1	0
COc1ccc(/C=N\Nc2cc(C)c3ccccc3n2)cc1	-2
O=C(c1cccc(F)c1)N1CCN(C2CCC(c3ccccc3)CC2)CC1 (configuration not stated)	6
COc1ccc(Cl)cc1C(=O)Nc1cc2nn(-c3ccc(C)cc3)nc2cc1C	2
CN(C)CCCNC(=O)c1cccc(F)c1	2
CCC(C)(C)C1CCc2c(sc(NC(=O)/C=C/C(=O)O)c2C(N)=O)C1 (configuration not stated)	-2
O=C(O)CCN1C(=O)/C(=C/c2ccccc2Cl)SC1=S	16
Cc1cc(C)c2c(c1)=C(c1sc(N)nc1O)C(=O)N=2	14
CC(=O)NC1=NC(=O)/C(=C\c2ccc(N(C)C)c(Br)c2)S1	-2
Cc1cccc(-c2cc(C(=O)n3cccn3)c3ccccc3n2)c1	-5
CCN(CC)c1ccc(C=C2C(=O)N(C)C(=O)N(C)C2=O)c(O)c1	16
CC1CC(Nc2ccccc2)c2ccccc2N1C(=O)c1ccc(Cl)cc1Cl (configuration not stated)	5
CCOC(=O)c1sc(N/N=C/c2ccc(O)cc2)nc1C	-3
CCOC(=O)C1=C(C)NC(=S)NC1c1ccccc1OC(F)F (configuration not stated)	-5
Cc1ccc(-n2nc3cc(C)c(NC(=O)c4cc5ccccc5o4)cc3n2)cc1	5
O=C(NCCC(c1ccccc1)c1ccccc1)c1ccccc1[N+](=O)[O-]	0
O=C1CC(c2ccccc2)CC2=C1C(c1ccc(O)cc1)Nc1ccc(C(=O)c3ccccc3)cc1N2 (configuration not stated)	106*
O=C(Nc1cccc2nsnc12)C(c1ccccc1)c1ccccc1	2
O=C(Nc1ccc(Cl)cn1)c1cc([N+](=O)[O-])ccc1Cl	-3
O=C(NCCOc1ccc(F)cc1)c1cccc2ccccc12	13
O=C(Cc1cccc2ccccc12)NCc1ccco1	0
Cc1ccc(N2C(=O)C(O)C(O)C2=O)cc1 (configuration not stated)	8
CCC(=O)Nc1nc(-c2ccc(Cl)c(Cl)c2)cs1	0
CCn1c2ccccc2c2cc(CNCc3ccc4c(c3)OCO4)ccc21	-16

The final 2 records of the part above open the next one:
SMILES	ER stress death
CCC(=O)Nc1nc(-c2ccc(Cl)c(Cl)c2)cs1	0
CCn1c2ccccc2c2cc(CNCc3ccc4c(c3)OCO4)ccc21	-16
COc1ccc(C(=O)N2CCN(Cc3ccccc3F)CC2)cc1OC	-2
CCC(Oc1ccccc1)C(=O)Nc1ccc(S(=O)(=O)Nc2cnc3ccccc3n2)cc1 (configuration not stated)	2
Cc1ccc(-c2nc(N/N=C/c3cccc([N+](=O)[O-])c3)c3ccccc3n2)cc1	-17
Cc1ccc(C2([N+](=O)[O-])C(=O)c3ccccc3C2=O)cc1	-4
CCOc1ccc(N2C(=O)/C(=C/c3ccc(OC)c(OC)c3C(=O)O)SC2=S)cc1	11
CCCCSc1nnc(-c2ccccc2N)c(=O)[nH]1	0
COCCOC(=O)c1ccc(NC(=O)COc2cccc(C)c2)cc1	9
CCOc1cc(C(=O)N2CCc3ccccc3C2)cc(OCC)c1OCC	4
Cc1ccc(-c2csc(NC(=O)CCCC(=O)O)c2C(=O)OC(C)C)cc1	3
O=C(N/N=C/c1ccccc1O)c1cnccn1	2
CCN(c1ccccc1)S(=O)(=O)c1c(C)cc(C)cc1C	3
O=[N+]([O-])c1ccc(OCCN2CCOCC2)cc1	22
Cc1ccc(NC(=O)c2cccs2)cc1C	-2
O=C(c1ccc2c(c1)C(=O)N(c1ccncc1)C2=O)c1ccc2c(c1)C(=O)N(c1ccncc1)C2=O	4
CCC(=O)Nc1ccc(NC(=O)c2cc(Cl)ccc2OC)cc1	-3
CCN(CC)CCNC(=O)Cn1nc(C)c2ccccc2c1=O	-3
C=CCc1cccc(/C=N/c2nc3ccccc3n2CC)c1O	7
COc1ccc(C2CC(=O)C3=C(C2)Nc2ccccc2NC3c2coc3c(Cl)cc(Cl)cc3c2=O)cc1 (configuration not stated)	-1
O=C(N=Nc1c(O)n(CN2CCCCCC2)c2ccccc12)c1cccnc1	-1
CCN(CC)c1ccc(/C=N/Nc2nc(-c3cc4cccc(OC)c4oc3=O)cs2)c(O)c1	0
COc1cc([N+](=O)[O-])cc2c1N=C(c1ccc(Br)cc1)NO2	9
CCCCN(CCCC)C(=O)c1cccc([N+](=O)[O-])c1C	2
CC(=O)C1=C(O)C(=O)N(c2nc3ccccc3s2)C1c1ccccc1 (configuration not stated)	-4
COc1ccc(N2C(=O)C3C4C=CC(C4=C(C)C)C3C2=O)c([N+](=O)[O-])c1 (configuration not stated)	-1
COc1ccc(Nc2nc(-c3ccc(C)cc3)c(C)s2)cc1	-1
Cc1ccc(C(=O)Nc2cc(Cl)ccc2C)cc1C	5
CCN(CC)c1ccc(/C=C2/SC(=O)N(CNc3ccc(OC)c(Cl)c3)C2=O)cc1	6
COc1ccc(Cl)cc1NC(=O)c1cc2cc([N+](=O)[O-])ccc2oc1=O	14
Cc1cc(NC(=O)c2ccc(Oc3ccc([N+](=O)[O-])cc3)cc2)no1	4
COc1ccc(C(N)=O)cc1NC(=O)c1ccc(Cl)c(Cl)c1	-1

A second format for 6 compounds above:
| Structure | ER stress death |
| --- | --- |
| Cc1ccc(C)c(N2C(=O)C3C(C2=O)C2C=CC3C23CC3)c1 (configuration not stated) | 15 |
| Cc1ccc2cccc(SCC(=O)N3CCOCC3)c2n1 | -1 |
| CCOc1cc(C(=O)N2CCc3ccccc3C2)cc(OCC)c1OCC | 4 |
| CCN=C(Nc1cc(Cl)cc(Cl)c1)SC1CC(=O)N(c2cccc(OC)c2)C1=O (configuration not stated) | 0 |
| Cc1ccc(N2C(=O)C(O)C(O)C2=O)cc1 (configuration not stated) | 8 |
| O=C(Nc1ccc([N+](=O)[O-])cc1Cl)c1cc2ccccc2o1 | 4 |

(listing goes on)
SMILES	ER stress death
CSc1ccccc1NC(=O)CSc1nc2ccccc2o1	1
O=C(c1cccc([N+](=O)[O-])c1)c1ccc2c(c1)C(=O)NC2=O	1
CCOc1cc(/C=c2\sc3nc4cc(C)c(C)cc4n3c2=O)ccc1O	6
COc1cc(/C=C2\SC(=S)N(c3ccc(C)cc3C)C2=O)cc(Br)c1O	2
Cc1ccc(NC(=O)C2COc3ccccc3O2)cc1C (configuration not stated)	2
Cc1ccc(NC(=O)C2CCC(C)(C(=O)NN)C2(C)C)cc1 (configuration not stated)	12
COc1ccc(C(NS(=O)(=O)c2ccc(C)c([N+](=O)[O-])c2)c2ccccc2)cc1 (configuration not stated)	12
O=C1NN(c2ccccc2)C(=O)/C1=C\c1ccc(Cl)cc1Cl	3
C=C(C)c1cccc(C(C)(C)NC(=O)Nc2ccccc2F)c1	6
O=C1CC(NCc2ccc(Cl)cc2)C(=O)N1c1ccc(Br)cc1 (configuration not stated)	-1
O=C(NCc1ccccn1)C(=O)N/N=C/c1ccccc1F	6
Cc1sc(NC(=O)C2CC3CCC2C3)c(C(N)=O)c1C (configuration not stated)	4
O=C1CN(c2ccc(Cl)cc2)C(=O)N1	6
CCc1ccccc1NC(=O)c1cc(-c2cccs2)nc2ccccc12	3
CCCn1c(C(O)c2cc(OC)c(OC)c(OC)c2)nc2ccccc21 (configuration not stated)	0

Random excerpt: three records from the list, in no set order.
SMILES	ER stress death
CSc1ccccc1NC(=O)CSc1nc2ccccc2o1	1
CC(C)CCNCC(O)Cn1c2ccc(Br)cc2c2cc(Br)ccc21 (configuration not stated)	-5
CCC(=O)Nc1ccc(NC(=O)c2cc(Cl)ccc2OC)cc1	-3

(listing goes on)
SMILES	ER stress death
CC[N+]1=C(/C=C/Nc2ccccc2)SCC1	-10
O=C(N/N=C/c1ccc(O)cc1)c1cccc(Cl)c1	13
O=C(c1ccc(F)cc1)N1CCN(c2ccc(F)cc2)CC1	2
COc1ccccc1NC(=O)C1=C(C)NC(=S)NC1c1cccc([N+](=O)[O-])c1 (configuration not stated)	-1
O=C(Nc1cccc(F)c1)/C(=C/c1cccnc1)NC(=O)c1cccc(Br)c1	0
O=C(CCN1C(=O)/C(=C\c2ccc(Cl)cc2)SC1=S)Nc1cccc(C(=O)O)c1	0
CN(C)c1ccc(/C=C2/SC(N=Nc3c(O)[nH]c4ccccc34)=NC2=O)cc1	-22
CCCCn1c(=N)n(CC(O)c2ccc(Cl)cc2)c2ccccc21 (configuration not stated)	-10
CCOC(=O)c1c(-c2ccc(F)cc2)csc1NC(=O)C1CCCCC1C(=O)O (configuration not stated)	10
CCCCSc1nc2sc3c(c2c(=O)n1-c1ccc(OC)cc1)CC(C)(C)OC3	10
O=C(O)/C=C/C(=O)Nc1cc([N+](=O)[O-])ccc1F	8
O=[N+]([O-])c1ccc2c(c1)c1ccccc1n2Cc1ccccc1O	4
COc1ccccc1C1SCCN1C(=O)/C=C\C(=O)O (configuration not stated)	0
N/C(=N\OC(=O)c1ccccc1I)c1ccccn1	-11
COc1ccc(N(CC(=O)Nc2ccccc2Cl)S(=O)(=O)c2ccccc2)cc1Cl	10
CCn1nnnc1-c1ccc(OC)c(S(=O)(=O)NCc2ccccc2)c1	2
CN1C(=O)/C(=C/c2ccc(O)c(O)c2)SC1=S	4
Cc1nc([N+](=O)[O-])cn1-c1cccc(O)c1	2
CNC(=S)N(C)/N=C(C)\C=N\N(C)C(=S)NC	1
N/C(=N\OC(=O)c1ccc(F)cc1)c1ccccc1	-3
O=C1NC(=O)N(c2ccccc2)C(=O)/C1=C/c1ccc(N2CCCC2)cc1	11
CCCCC(=O)Nc1ncc2c(n1)CC(C)(C)CC2=O	3
CC(C)Cc1ccc(C(C)C(=O)N2CCOCC2)cc1 (configuration not stated)	8
CC1CCCC(C)N1CC(O)COc1ccc(N=Cc2ccccc2O)cc1 (configuration not stated)	19
COCCOC(=O)C1=C(C)NC(=O)CC1c1cccc(Cl)c1Cl (configuration not stated)	-1
O=C(O)CC(NC(=O)c1ccc(Cl)cc1)c1ccccc1 (configuration not stated)	17
CC1(C)CC(=O)C/C(=N/NC(=O)c2ccccc2)C1	11
CCOc1ccccc1NC(=O)CN(c1cc(C)cc(C)c1)S(=O)(=O)c1ccccc1	7
COc1ccc(N2C(=O)NC(=O)/C(=C\c3cccc(OC)c3OC)C2=O)cc1	1
Cc1cc(C)n(-c2cc(N(CCO)CCO)ncn2)n1	-2
Cn1c(/C(C#N)=C/c2cccc([N+](=O)[O-])c2O)nc2ccccc21	6
COc1ccc(/C=C(/NC(=O)c2ccco2)C(=O)Nc2ccc(C(C)=O)cc2)cc1	2
COC(=O)c1c(C)oc2ccc(OCc3ccccc3Br)cc12	0
COc1cccc(OC)c1C(=O)NNC(=O)c1ccc(Cl)cc1	7
CS(=O)(=O)N(Cc1ccc(Cl)cc1)c1ccc(C(=O)Nc2ccc(Cl)cc2)cc1	3
Cc1nccn1S(=O)(=O)c1ccc2ccccc2c1	-2
CCc1cc2c(=O)c(-c3nc4ccccc4s3)coc2c(CN(C)C)c1O	-2
N#Cc1cc(C#N)c(SCC(=O)c2ccccc2)nc1N	-10
COC(=O)C1=C(C)N(Cc2ccc(OC)cc2)C(=O)/C1=C\c1ccc([N+](=O)[O-])cc1	-2
CCN(CC)COc1ccc2occ(C(=O)c3cc(OC)ccc3OC)c2c1	-7
O=C(N1CCN(Cc2ccccc2)CC1)C(Cl)(Cl)Cl	2
CC(=O)NCCN=Cc1cc2n(c1O)-c1ccccc1C2=O	2
Cc1ccc(NC(=O)CN(c2cc(Cl)cc(Cl)c2)S(C)(=O)=O)cc1	10
CCc1nnc(N/N=C/c2c(Cl)cccc2Cl)n1N	-24
O=C1CSC(=S)N1/N=C/c1ccccc1OS(=O)(=O)c1ccccc1	5
